HIV fusion peptide: cell-free HIV fusion peptide-binding blockers – biochemical, uHTS, fluorescence dequenching, primary screen (AID 1986). inhibition, % at 20 µM, or IC50 in µM where a hit was titrated. cell-free peptide binding, fluorescence dequenching, 30 min; higher % means a stronger effect. hit rate 0.3% among 290,000; in the data active = inhibition mostly above about 52%, no sharp cut-off; inactive = mostly below about 76%; also: some results filed as inactive read as strong as hits
Myeloid diff MLP: compounds promoting myeloid differentiation; hit rate 1% among 360,000; ER-HoxA9 myeloid progenitors, lysozyme-GFP differentiation, flow cytometry; calls only at 10 µM; AID 624256;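 active = normalized GFP-positive differentiation at or above the plate's own cutoff, the solvent-only control mean plus 3 SD; inconclusive = no clear call, values can overlap the other calls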;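 also: cells exposed to compound for four days before flow analysis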
GPR55 antagonists: GPR55 antagonists blocking LPI-driven arrestin recruitment, primary screen, imaging, U2OS, beta-arrestin-GFP, LPI agonist (AID 2013) | U2OS GPR55 beta-arrestin-GFP translocation imaging, LPI antagonism; higher % means a stronger effect | inhibition, % at 10 µM, or IC50 in µM where a hit was titrated | hit rate 0.13% among 290,000;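 active = spots per cell inhibited over 60%, with over 100 cells counted and total cytoplasm intensity under 500,000; inconclusive = wells with under 100 cells, flagged as likely toxic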;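 also: U2OS cells stably carrying GPR55 and arrestin-GFP stimulated by 5 µM LPI near EC80; imaged beta-arrestin-GFP aggregate spots per cell after agonist stimulation; plate controls were LPI-stimulated DMSO wells for no effect and DMSO wells without LPI for full effect; some results filed as inactive read as strong as hits; confirmed hits need IC50 under 10 µM and bright autofluorescent wells are also inconclusive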
LYP phosphatase: inhibitors of LYP phosphatase, biochemical, fluorescence intensity, uHTS (AID 1779); recombinant LYP phosphatase, fluorescence intensity; higher % means a stronger effect; one-dose inhibition, % at 11.5 µM; IC50 in µM for titrated hits; hit rate 0.054% among 290,000; in the data active = inhibition above about 50%;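 also: plate controls were vehicle with enzyme for no effect and no enzyme for full effect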
Siah-1 displacement: blockers of Siah-1 interaction with plectin peptide – biochemical, fluorescence polarization, rhodamine-plectin, uHTS, primary screen (AID 1817). Siah-1 / rhodamine-plectin peptide fluorescence polarization; higher % means a stronger effect. displacement, % at 20 µM; hits with a dose series show IC50 in µM. hit rate 0.02% among 290,000;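 active = displacement of at least 50% at 20 µM, with a fluorescence ratio check between 0.3 and a set limit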;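 also: plate controls were Siah plus tracer with DMSO for no effect and tracer alone without Siah for full effect; strong numbers were not always called active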
Rac1 GTP hydrolysis: MgcRacGAP GTPase-activating activity inhibitors, confirmation, biochemical, ADP Hunter fluorescence | MgcRacGAP-stimulated Rac1 GTP hydrolysis, ADP Hunter fluorescence; higher % means a stronger effect; GST-tagged Rac1 F28L mutant substrate | hit rate 0.6% among 340,000 | inhibition, % at 30 µM; hits with a dose series show IC50 in µM;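 active = first-screen hits whose inhibition reached a set limit at any dose in the follow-up dose series; inconclusive = inhibition above the set first-screen limit but never retested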;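 also: fluorescence reports GDP produced by GAP-driven GTP hydrolysis; strong numbers were not always called active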
NTR1 agonist: NTR1-driven beta-arrestin-GFP spot formation – imaging, U2OS cells, high content, primary screen (AID 493036). hit rate 0.17% among 330,000. agonist mode. activation, % at 20 µM. P30989;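 active = activation at or above 40% of the spot to cytoplasm intensity ratio, with at least 20 cells analyzed; inconclusive = wells under 20 cells, flagged as cytotoxic or low count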;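 also: 0% = DMSO without peptide and 100% = 100 nM NTR1 peptide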
Target sequence (P30989 whole entry, looked up): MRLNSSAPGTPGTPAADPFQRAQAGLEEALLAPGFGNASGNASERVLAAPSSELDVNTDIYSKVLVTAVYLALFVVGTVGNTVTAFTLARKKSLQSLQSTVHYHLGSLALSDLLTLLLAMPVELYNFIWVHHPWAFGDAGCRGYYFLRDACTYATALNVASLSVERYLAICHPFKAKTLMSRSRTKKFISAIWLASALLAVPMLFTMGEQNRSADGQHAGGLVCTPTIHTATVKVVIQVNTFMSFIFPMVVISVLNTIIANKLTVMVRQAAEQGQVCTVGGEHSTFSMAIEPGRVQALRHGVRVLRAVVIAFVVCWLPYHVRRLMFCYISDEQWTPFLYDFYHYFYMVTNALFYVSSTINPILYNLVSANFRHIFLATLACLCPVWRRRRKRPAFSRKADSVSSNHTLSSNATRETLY
GPR35 antagonists: inhibition of zaprinast-stimulated GPR35 beta-arrestin translocation – imaging, U2OS, beta-arrestin-GFP, zaprinast agonist, primary screen (AID 2058); U2OS GPR35 beta-arrestin-GFP translocation imaging, zaprinast antagonism; higher % means a stronger effect; inhibition, % at 10 µM; hits with a dose series show IC50 in µM; hit rate 0.052% among 290,000;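 active = inhibition of at least 50% with at least 30 cells and total cytoplasm GFP at most 10,000,000; inconclusive = under 30 cells or total GFP of 10,000,000 plus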
Salmonella PhoP GFP: inhibitors of PhoP regulon expression, primary screen, Salmonella Typhimurium, GFP reporter (AID 1863); S. Typhimurium PhoP-regulated promoter GFP reporter, 4 h; higher % means a stronger effect; inhibition, % at 50 µM; hits with a dose series show IC50 in µM; hit rate 0.16% among 300,000;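 active = inhibition over 29.93%, a cutoff 3 SD above the screen mean, later confirmed by dose response; inconclusive = inhibition over 29.93% but no dose response follow-up; inactive = inhibition at most 29.93% or unconfirmed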;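 also: 0% = low Mg2+ inducing control and 100% = high Mg2+ repressing control; strong numbers were not always called active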
NTR1 agonist cell count 20 µM: further read-out of NTR1 agonist, marked with its call; cell count; measured here: cell count, cytotoxicity flag
Myeloid diff MLP GFP+ MAC1+ %: second read-out of Myeloid diff MLP, no call of its own (marks repeat the call); GFP+ MAC1+ double positive, %; measured here: differentiation confirmed by MAC1 staining
Active calls of the source: *; i = inactive; ? = inconclusive; . = no result given; + = active, no number; & = joins results of further samples. Compounds were not picked by outcome; any-hit rate near 2.4%.

SMILES | HIV fusion peptide | Myeloid diff MLP | Myeloid diff MLP GFP+ MAC1+ % | GPR55 antagonists | LYP phosphatase | Siah-1 displacement | Rac1 GTP hydrolysis | NTR1 agonist | NTR1 agonist cell count 20 µM | GPR35 antagonists | Salmonella PhoP GFP
COc1ccccc1Nc1nc(-c2c(C)[nH]c3ccccc23)cs1 | 1.9% | i | 0.5 | 4.7% | -4.0% | -6.3% | 4.2% | . | . | 6.9% | 44.5%
O=C(Oc1c(CN2CCOCC2)cc(Cl)c2cccnc12)c1ccc(F)cc1 | -3.4% | + | 1.1* | 0.3% | -9.6% | -4.8% | 4.5% | 6.4 | 92 | 24.0% | 29.7%
CCOc1cc(C2C(C(=O)c3ccccc3)=C(C(=O)OC)Nc3nnnn32)ccc1O (configuration not stated) | 1.6% | . | . | 2.8% | 1.0% | 14.8% | 7.8% | -0.9 | 33 | -2.9% | -8.0%
COCCN(C(=O)C(=O)NC1CCCC1)C(C(=O)NC1CCCC1)c1ccccc1F (configuration not stated) | -0.2% | i | 0.5 | 7.2% | -8.3% | -0.7% | -0.5% | 3.3 | 43 | 9.5% | -5.7%
Cc1ccc(NC(=O)COc2ccccc2)cc1S(=O)(=O)N1CCCCCC1 | . | i | 0.6 | . | . | . | 5.5% | 4.8 | 51 | . | -2.1%
Cc1cccc(N=C2NC(=O)/C(=C/C=C/c3ccco3)S2)c1C | 54.4% | i | 0.8 | -18.7% | 6.6% | 55.6% | ? | . | . | -18.5% | -11.8%
Cc1ccccc1-n1c(SCc2c(C)noc2C)nnc1-c1ccncc1 | 2.1% | i | 0.5 | 1.7% | 7.9% | 2.5% | 6.1% | 1.6 | 54 | -2.5% | -11.7%
COC(=O)c1noc(-c2ccc(C)cc2)n1 | 3.5% | i | 2.3 | 2.0% | -5.2% | 0.7% | 9.2% | -0.9 | 61 | 24.5% | -13.3%
Cc1ccc(N(C)S(=O)(=O)c2ccc3c(c2)NC(=O)C(C)S3)cc1 (configuration not stated) | -2.1% | i | 0.6 | -20.2% | -4.2% | 0.0% | 4.3% | 3.0 | 60 | -16.4% | 3.2%
Cc1cc(C(=O)NCCC2=CCCCC2)ccc1[N+](=O)[O-] | -1.1% | i | 0.1 | 2.0% | -2.0% | -2.2% | . | 1.7 | 56 | 6.7% | -4.2%
CSC1=C(C#N)C(c2ccc(Cl)cc2)C2=C(CC(C)(C)CC2=O)N1 (configuration not stated) | -3.9% | i | 0.7 | 13.1% | 0.6% | 1.8% | -0.2% | -0.3 | 58 | 0.7% | 4.0%
CN1CCN(S(=O)(=O)c2ccc(NC(=O)COc3ccccc3Cl)cc2)CC1 | 0.1% | i | 0.3 | 2.5% | -11.5% | -1.7% | 0.4% | -0.4 | 34 | 4.4% | 1.5%
Cc1ccc(C(=O)NC(=S)N2CCCC2)cc1 | -0.5% | i | 0.5 | -17.3% | -5.7% | -7.1% | -0.9% | 0.7 | 61 | -0.5% | -1.5%
COc1ccccc1NS(=O)(=O)c1cc(NC(=O)c2cnccn2)ccc1N1CCOCC1 | -0.3% | i | 0.5 | 6.0% | 1.4% | 1.4% | 5.4% | 3.1 | 61 | 0.5% | -8.1%
Cc1ccc(/C(N)=N/OC(=O)Cc2ccccc2)cc1 | 3.8% | i | 0.5 | 13.3% | 2.9% | -1.8% | 8.7% | 0.9 | 47 | -5.8% | -2.4%
CCOC(=O)c1c(NC(=O)/C=C/C(=O)O)sc(C)c1-c1ccc(C(C)(C)C)cc1 | 58.0% | i | 1.8 | 17.3% | 5.2% | 4.9% | 10.7% | -0.1 | 51 | 0.4% | -9.4%
O=S(=O)(Cc1ccccc1Cl)NCCOc1ccccc1 | 0.1% | i | 1.2 | -12.1% | -8.2% | -0.4% | 2.2% | 2.9 | 76 | 7.8% | -6.6%
Cc1nc(N)sc1C(=O)N/N=C/c1c[nH]c2ccccc12 | -1.8% | i | 3.6 | -0.3% | -6.3% | -4.9% | 16.8% | 0.4 | 48 | 12.4% | 5.9%
CC[C@H]1OC(=O)C[C@@H](O)[C@H](C)[C@@H](O[C@@H]2O[C@H](C)C[C@H](N(C)C)[C@H]2O)[C@@H](CC=O)C[C@@H](C)C(=O)C=C[C@]2(C)O[C@H]2[C@@H]1C | -0.1% | . | . | 2.4% | -0.4% | 14.1% | . | . | . | -0.6% | 18.2µM*
CCc1nn(CC(=O)N2CCN(c3ccc(F)cc3)CC2)c(=O)c2cc3occc3n12 | -0.8% | i | 0.4 | 4.3% | -4.2% | -0.8% | 12.8% | 4.6 | 73 | 14.3% | -4.2%
Cc1ccc(NS(=O)(=O)c2ccc3c(c2)CCC(=O)N3)cc1C | 0.1% | i | 1.3&0.5 | 10.7% | -6.5% | 22.7% | 2.6% | -1.2 | 53 | 0.5% | -4.4%
NC(=O)COC(=O)c1ccc(Cl)c(S(=O)(=O)N2CCN(c3ccc(F)cc3)CC2)c1 | 1.9% | i | 0.4 | -2.7% | 6.2% | -0.8% | -2.3% | 4.1 | 46 | -3.2% | -1.3%
O=C(O)C1C(c2ccccc2)C(C(=O)OCCCO)C1c1ccccc1 (configuration not stated) | -1.0% | i | 1.0 | -18.3% | -9.4% | -2.4% | 4.4% | 0.0 | 88 | -16.6% | 10.3%
Cc1nc(SCC(=O)Nc2c(C)n(C)n(-c3ccccc3)c2=O)[nH]c(=O)c1Cc1ccccc1 | 1.6% | i | 7.8 | -1.9% | 0.2% | -4.7% | 3.0% | -1.4 | 37 | -6.6% | -1.2%
CC(C)c1ccc(NC(=O)C2CC(=O)Nc3nc4ccccc4n32)cc1 (configuration not stated) | 1.0% | i | 0.5 | 13.2% | -11.3% | 11.3% | 11.0% | 1.4 | 72 | 8.1% | -7.9%
SMILES | HIV fusion peptide | Myeloid diff MLP | Myeloid diff MLP GFP+ MAC1+ % | GPR55 antagonists | LYP phosphatase | Siah-1 displacement | Rac1 GTP hydrolysis | NTR1 agonist | NTR1 agonist cell count 20 µM | GPR35 antagonists | Salmonella PhoP GFP
COC(=O)[C@@]1(Cc2ccc(F)cc2)[C@H]2c3cc(C(=O)N(C)C)n(CCc4ccc(OC)c(Br)c4)c3C[C@H]2CN1C(=O)c1ccccc1 | 3.5% | i | 1.6 | -1.0% | 4.3% | 4.8% | 1.6% | 6.9 | 97 | -2.2% | 4.7%
CCOC(=O)Cc1csc(NC(=O)CS(=O)(=O)Cc2ccccc2)n1 | -1.4% | i | 0.8 | 19.1% | -6.5% | 3.0% | 5.5% | -0.2 | 81 | -9.4% | -10.2%
O=C(O)C(c1ccccc1)N1C(=O)/C(=C\c2ccc(O)c(O)c2)SC1=S (configuration not stated) | 13.2µM* | i | 1.0 | -2.3% | 0.6% | -16.3% | ? | -0.7 | 82 | 7.9% | 10.2%
COc1ccc(-n2nc(C(=O)c3cccs3)cc(-c3nc4ccccc4[nH]3)c2=N)cc1 | 0.6% | + | 6.2* | -14.0% | -1.4% | 0.4% | 9.7% | 76.5* | 78* | 3.0% | 3.5%
CN(C)c1ccnc2sc(C(=O)NCc3ccccc3)c(N)c12 | -1.3% | i | 4.2 | -12.1% | -6.5% | 1.6% | 13.6% | 0.2 | 40 | -7.7% | 5.3%
COc1ccc(-c2nn3c(-c4ccco4)nnc3s2)cc1OC | 2.5% | i | 0.4 | 2.6% | 6.4% | -6.2% | 6.0% | 0.6 | 52 | -0.5% | -7.6%
CC12CCC(C(=O)Nc3ccccc3Cl)(C(Br)C1=O)C2(C)C (configuration not stated) | 17.7% | i | 0.7 | 14.0% | 24.2% | -0.3% | 6.4% | 0.1 | 71 | 22.4% | -7.8%
COCCNc1ncnc2c1nc1n2CCCC1 | -0.2% | i | 1.4 | 5.9% | -6.9% | 2.1% | 10.1% | -0.4 | 92 | -15.7% | 17.1%
O=C(CCNC(=O)c1ccc(Br)cc1)NCC1CCCO1 (configuration not stated) | . | i | 0.5 | . | . | . | 3.4% | 1.7 | 54 | . | 1.9%
CCOC(=O)C(NC(C)=O)C(=O)O (configuration not stated) | -0.4% | i | 0.7 | 10.2% | -8.2% | 5.1% | 12.4% | 0.0 | 49 | 9.2% | 4.6%
CCOc1ccc(NC(=O)CN(C)C(=O)CSCc2ccc(C)cc2)cc1OCC | . | i | 1.5 | . | . | . | -4.2% | -0.5 | 52 | . | -0.6%
CCc1nn(CC(=O)NCCN2CCOCC2)c(=O)c2cc3c(OC)cccc3n12 | 1.5% | ? | . | 1.2% | -7.2% | 0.0% | 6.2% | -0.7 | 69 | -13.7% | -5.9%
C=C1CCC[C@]2(C)C[C@H]3OC(=O)C(CNCC(OC)OC)[C@H]3CC12 (some centres not stated) | -2.2% | i | 0.6 | -7.8% | -6.0% | 1.2% | 6.4% | 0.2 | 87 | -8.1% | 7.4%
CCOc1ccc(CCNC(=O)COC(=O)c2cccs2)cc1OCC | 0.3% | i | 6.8 | 23.5% | -9.1% | 2.8% | 2.5% | 0.0 | 57 | 2.5% | 0.5%
CC(C(=O)NCCCn1ccnc1)(c1ccccc1)c1ccccc1 | -1.0% | i | 0.7 | 2.3% | -7.5% | 0.6% | 12.7% | 0.2 | 78 | 5.4% | -5.4%
[O-][N+]1=c2ccc(Nc3ccccc3)cc2=NC12CCCCC2 | -0.7% | ? | . | 5.2% | -10.3% | -1.6% | 8.5% | . | . | 21.0% | 1.7%
Cc1cccc(C(=O)NCc2nnc(SCc3ccc(F)cc3)n2C)c1 | -0.3% | i | 0.4 | 4.9% | -2.7% | 9.1% | -8.4% | 0.2 | 27 | -2.5% | 2.1%
O=C(N/N=C\c1ccc(OC(=O)c2cccs2)cc1)c1ccc(Cl)cc1 | -1.8% | i | 0.2 | -6.6% | -1.0% | 33.5% | 8.2% | -0.4 | 75 | 2.6% | -11.4%
